# RXFP1 ag: qHTS Assay for Agonists of the Relaxin Receptor RXFP1. HEK293T-RXFP1 cAMP TR-FRET, 30 min; response scale: percent of porcine relaxin response, buffer zero. Relaxin receptor 1 (Homo sapiens), Q9HBX9. 0.3% of 370,000 active. Potency, µM (top dose mostly 57.5 µM), inactives show at the highest dose activation, usual class: activators; note: % is set by controls: 0 for no effect and ±100 for the full control effect; nearly all actives have a fitted effect of over 60% in size; many of its hits are not listed in these tables
#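 HEK293 cells stably expressing RXFP1, treated 30 min at 37C with compounds plus PDE4 inhibitor Ro 20174; cAMP measured by HTRF TR-FRET. Normalized to buffer and 29 nM porcine relaxin; EC50 by Hill fit.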
# Glioma ERSR ind: qHTS for Inducers of the Endoplasmic Reticulum Stress Response (ERSR) in Human Glioma: qHTS; U87-MG GRP78 promoter luciferase reporter, 16 h; Potency, µM, without a hit: at the top dose activation, actives largely listed as activators; AID 602332, 2012; 0.02% of 420,000 active; note: series mostly up to about 76 µM; % of control where 0% means no effect; nearly all actives have a fitted effect of over 35% in size
#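 ERSR induction read as luciferase luminescence (Bright-Glo, 10 min at room temperature) in stably transfected human U87-MG glioma cells exposed to compounds for 16 h, using GRP78 as sensor.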
# Vif-APOBEC3G blk: qHTS for Inhibitors of Vif-A3G Interactions: qHTS; 0.076% of 410,000 active; DNA dC->dU-editing enzyme APOBEC-3G (Homo sapiens), Q9HC16; Potency, µM (highest dose often 46.1 µM), inactives show at the highest dose activity, negative = active, usual class: inhibitors; HeLa A3G-eYFP + Vif (tagged APOBEC3G with the HIV-1 protein that degrades it), YFP fluorescence, overnight;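 note: % is set by controls: 0 for no effect and ±100 for the full control effect; nearly all actives have a fitted effect of over 60% in size; hits raise eYFP signal because A3G escapes Vif-driven loss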
# Target sequence (Q9HC16 whole entry, looked up): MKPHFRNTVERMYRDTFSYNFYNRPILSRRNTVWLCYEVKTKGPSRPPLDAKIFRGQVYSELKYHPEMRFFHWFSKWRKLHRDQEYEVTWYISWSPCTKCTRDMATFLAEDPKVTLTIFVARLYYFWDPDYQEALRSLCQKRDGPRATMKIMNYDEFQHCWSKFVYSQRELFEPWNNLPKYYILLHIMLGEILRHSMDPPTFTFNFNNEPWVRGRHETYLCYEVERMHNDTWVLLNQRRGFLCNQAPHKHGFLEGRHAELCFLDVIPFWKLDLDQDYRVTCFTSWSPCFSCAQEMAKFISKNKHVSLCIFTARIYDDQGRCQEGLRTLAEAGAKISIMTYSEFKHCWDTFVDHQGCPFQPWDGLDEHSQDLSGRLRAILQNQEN
#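 HeLa cells stably expressing Vif and C-terminally eYFP-tagged A3G, seeded overnight at 37 deg C, then exposed to compound by pintool overnight at 37 deg C. Rise in yellow fluorescence (Ex 488/Em 500-530, Acumen) marks blocked Vif-driven A3G degradation.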
# * hit, by the source's call; ? = inconclusive; / = no result given; & = joins results of further samples. Calls come from the whole dose curve; as a rule, active = well fitted curve in the direction sought with a large enough effect; inconclusive = small, poorly fitted or top-dose-only effect, or another doubt; inactive = no such curve, though single readings can be large; an effect the other way counts as inactive or inconclusive. Potency is the fitted concentration of half-maximal effect. A portion of the library. The share of hits here may be higher or lower than overall.
# Sequence of screens: RXFP1 ag | Glioma ERSR ind | Vif-APOBEC3G blk
Clc1ccc2c(c1)CCc1cccnc1C2=C1CCNCC1
    -1.3%&-1.9% | -5%&-2% | /
O=C(C[n+]1cccc2cc(Cl)ccc21)c1ccc(Br)cc1
    / | -5% | ?
O=C1C[C@@H](c2ccc3ccccc3c2)N1S(=O)(=O)c1ccccc1[N+](=O)[O-]
    / | -4% | -3%
COc1ccc(C2/C=C\CN(S(=O)(=O)CC34CCC(CC3=O)C4(C)C)CC(=O)N2Cc2ccc(F)cc2)cc1 (stereo not drawn)
    / | -4% | 2%
C[C@H]1C=CC(=O)C[C@H]1c1c(F)cccc1Cl
    / | -4% | -3%
CCCN1CCC(=O)N(C(CSc2ccc(C)cc2)CC(C)C)CC1 (stereo not drawn)
    / | -3% | 6%
CC(=O)Nc1ccc(SCCN2CCN(CCc3ccccc3)CCC2=O)cc1
    / | -10% | ?
COc1ccc(-c2cc(C3C4C=CCCC4(C)C(=O)N3Cc3ccccc3)ccc2F)cc1 (stereo not drawn)
    / | 0% | -3%
Cc1ccc(SCC(c2ccccc2)N2CCN(CCc3ccccc3)CCC2=O)cc1 (stereo not drawn)
    / | 3% | 1%
COC(=O)C1CC1[C@H](NC(=O)c1cccnc1)c1ccccc1 (stereo partly drawn)
    / | 0% | 1%
CC[N+]1(CC(=O)c2ccc(Cl)cc2)CCCCC1
    / | -4% | -1%
COc1cc2c3cc1OCc1c(O)c(OC)cc4c1C(Cc1ccc(cc1)Oc1cc(ccc1O)CC3N(C)CC2)N(C)CC4 (stereo not drawn)
    / | -5% | 0%
COc1ccc(-c2c(C3C4C=CCC(C)C4C(=O)N3Cc3ccccc3)ccc3ccccc23)cc1 (stereo not drawn)
    / | -5% | -9%
Cc1ccc2cccc(O)c2n1
    / | -3% | 0%
CCN(CC)CCC(c1ccc(N(C)C)cc1)c1c(OC)cc(OC)c2c(C)cc(=O)oc12 (stereo not drawn)
    / | 1% | -1%
CC(=O)c1ccc(-c2cccc(C3C4C=CCCC4(C)C(=O)N3Cc3ccccc3)c2)cc1 (stereo not drawn)
    / | 13% | -6%
CCCCCCCCCCCC[n+]1ccc(C)c2ccccc21
    / | -4% | ?
COC(=O)C1=C[C@@H](C(=O)OC)C2C3=C(C(=O)[C@@]2(C)NC(=O)c2ccccc2)[C@H](C)n2c(=O)n(C)c(=O)n2[C@@H]3C1 (stereo partly drawn)
    / | -5% | 2%
CN(C(=O)Cc1ccccc1OC(=O)c1ccccc1)c1ccccc1I
    / | -3% | -4%
COC(=O)c1ccc(-c2ccc(C3C4C=CCC(C)C4C(=O)N3Cc3ccccc3)c(F)c2)cc1 (stereo not drawn)
    / | 0% | 1%
O=Cc1ccc(Cl)cc1
    / | -3% | 0%
OCC[N+]1(CCc2ccccc2)CCOCC1
    / | -4% | 0%
CCOC(=O)CN(Cc1cc(OC)cc(N(C)C)c1OC)C(=O)C1CC(CO[Si](C)(C)C(C)(C)C)=CN1C(=O)OC(C)(C)C (stereo not drawn)
    / | 7% | -4%
O=[N+]([O-])c1cccc(/C=C/c2ccccc2)c1
    / | 3% | 2%
CC1CC=CC2C1C(=O)N(Cc1ccccc1)C2c1ccc2ccccc2c1C=Cc1ccccc1 (stereo not drawn)
    / | -2% | -3%
CC12CCC(/C(=N/O)C1=O)C2(C)C (stereo not drawn)
    / | -2% | 0%
C1=C/C(=C2/C=Cc3ccccc32)c2ccccc2N1
    / | -5% | -9%
O=C1C[C@H]2C=CCc3cccc(c32)CN1Cc1ccc(Br)cc1
    / | -4% | -2%
COC(=O)C1N2C(=O)N(C)[C@H](C(=O)OC)[C@H]2SC1(C)C (stereo partly drawn)
    / | -2% | 1%
Fc1ccc(Nc2nnc(-c3ccncc3)s2)cc1Cl
    / | 4% | -3%
CCCCN(CCCC)c1ccc(/C=C/c2ccnc3ccccc23)cc1
    / | -1% | ?
CC(=O)c1ccc(C2CC34CN(Cc5cccc(Cl)c5)S(=O)(=O)C3CC2O4)cc1 (stereo not drawn)
    / | -5% | 5%
CC1=C(C(=O)OCc2ccccc2)N2C(=O)[C@@H](NC(=O)OCc3ccccc3)[C@H]2SC1
    / | -3% | 2%
CCCCCCCCCCCCCCCCCCN(CCCCCCCCCCCCCCCCCC)c1ccc(C=O)cc1
    / | -4% | -1%
COc1ccc(SCC(Cc2ccccc2)N2CCN(CCc3ccccc3)CCC2=O)cc1 (stereo not drawn)
    / | -3% | 4%
O=C(NCc1ccccc1)C1(C(F)(F)F)C/C(=C/Cc2ccccc2)CCCO1 (stereo not drawn)
    / | -3% | 1%
O=S1(=O)CCO[C@H]2CCCC[C@@H]2N1Cc1ccccc1Br
    / | -3% | -4%
COc1cc(OC)c2c(c1C(CCN1CCCC(C)C1)c1ccc(N(C)C)cc1)OC(=O)CC2c1ccc(N(C)C)cc1 (stereo not drawn)
    / | 0% | -2%
CC(C)CN1CCC(=O)N(C(CSc2ccc(Br)cc2)Cc2ccccc2)CC1 (stereo not drawn)
    / | -3% | -1%
C=C1CCN(C(CC(C)C)C(=O)NCc2cc(OC)c(OC)c(OC)c2)S(=O)(=O)c2ccccc21 (stereo not drawn)
    / | -2% | 1%
CCOC(=O)C[C@H]1c2cc(F)ccc2S(=O)(=O)N1Cc1cc(OC)c(OC)c(OC)c1
    / | -2% | 1%
COc1cc(OC)c2ccc(=O)oc2c1C(CC(=O)N1CCCCC1)c1ccc2c(c1)OCO2 (stereo not drawn)
    / | -1% | -4%
CC(C)(C)n1ncc2c(=O)n(Cc3ccc(SC(F)(F)F)cc3)cnc21
    / | -3% | 0%
CCCCCCC[n+]1ccc(C)c2ccccc21
    / | -4% | 1%
Clc1cccc[n+]1CCc1ccccc1
    / | -3% | 1%
CCCCCCCCCCCCCCCC[n+]1ccc(/C=C/c2c(C)[nH]c3ccccc23)cc1
    / | -8% | ?
CN(C)c1ccc(CCC2C=Cc3ccccc32)cc1 (stereo not drawn)
    / | -2% | -4%
O=C1CCC[C@@H]2CC(N(Cc3cc4ccccc4s3)c3ccccc3)C[C@@H]3CCN1[C@H]23 (stereo partly drawn)
    / | -3% | 0%
OC(CN1CCOCC1)c1ccccc1 (stereo not drawn)
    / | -4% | -1%
Cc1c([N+](=O)[O-])cnc2ccccc12
    / | 0% | -3%
CCN(CC)c1ccccc1/C=C/[n+]1ccc(CCCCI)c2ccccc21
    / | -11% | -6%
CC(C)(C)n1ncc2c(=O)n(Cc3ccc(F)cc3)cnc21
    / | 2% | 0%
Cc1cc(N(C)C)cc(C)c1/C=C/c1ccnc2ccccc12
    / | 8% | ?
Cc1cnc2ccc3ccccc3c2c1C
    / | 0% | 2%
c1ccc2cnccc2c1
    / | 7% | 2%
O=C(Nc1nccs1)[C@@H]1CC=C[C@@H]2CCN(Cc3ccc(Cl)c(Cl)c3)C(=O)[C@@H]21
    / | -3% | -3%
CC1CC=CC2C1C(=O)N(Cc1ccccc1)C2c1ccc(-c2ccc(F)cc2)cc1F (stereo not drawn)
    / | -4% | -3%
COCCNC(=O)C1(C(F)(F)F)C/C(=C\CCO)CCCO1 (stereo not drawn)
    / | -4% | -1%
COC(=O)C(C(C)C)N1CC(=O)c2ccccc2S1(=O)=O (stereo not drawn)
    / | -3% | 1%
COc1cc(C)c2ccccc2n1
    / | -3% | -3%

# The list continues:
# Sequence of screens: RXFP1 ag | Glioma ERSR ind | Vif-APOBEC3G blk
O=C1COCCN1
    / | -3% | -3%
COC(=O)/C=C/c1ccc2c(c1)S(=O)(=O)N(C1CCCC1)[C@H]2CC(=O)OC
    / | 2% | 5%
CCCCCCCCCCCCCCCC(C)C1=NCCN1 (stereo not drawn)
    / | -2% | 3%
O=C(NCc1ccccn1)C1(C(F)(F)F)CC(CCCO)CCCO1 (stereo not drawn)
    / | -3% | 2%
O=C1[C@H](Cc2ccccc2)NC/C=C\C[C@@H](c2ccc(Cl)cc2)N1Cc1ccccc1
    / | -11% | -2%
c1cc2c3c(c1)CCCN3CCC2
    / | -2% | 1%
Cc1ccc(-c2cc(C3C4C=CCCC4(C)C(=O)N3Cc3ccccc3)ccc2F)cc1 (stereo not drawn)
    / | -3% | -1%
C=Nc1ccc(/C=C/c2ccnc3ccccc23)cc1
    / | -5% | -24%
CC(C)(C)OC(=O)N1C=CCC1CN1C(=O)COCC1=O (stereo not drawn)
    / | -2% | -1%
CC(C)(C)n1ncc2c(=O)n(Cc3cccc(OC(F)(F)F)c3)cnc21
    / | -2% | 2%
Cc1cccc2c(C(O)c3cn(C)c4ccccc34)c[nH]c12 (stereo not drawn)
    / | 2% | -21%
COC(=O)C1=C[C@@H](C(=O)OC)C2C3=C(C(=O)[C@@]2(C)NC(=O)c2ccccc2)[C@H](C)[C@@H]2C(=O)NC(=O)[C@@H]2[C@@H]3C1 (stereo partly drawn)
    / | -4% | -1%
COC(=O)C1=C[C@@H](C(=O)OC)C2C3=C(C(=O)[C@@]2(C)NC(=O)c2ccccc2)[C@H](C)n2c(=O)n(-c4ccccc4)c(=O)n2[C@@H]3C1 (stereo partly drawn)
    / | -5% | -4%
C=C1CCN(C(Cc2ccccc2)C(=O)NCc2ccc(Cl)c(Cl)c2)S(=O)(=O)c2ccccc21 (stereo not drawn)
    / | -5% | 0%
CC12CCC=CC1C(c1ccc3ccccc3c1Br)N(Cc1ccccc1)C2=O (stereo not drawn)
    / | 6% | -10%
O=Cc1cccc(C=O)c1
    / | -3% | 1%
C(=C\c1ccc2ccccc2n1)/c1ccc2ccccc2n1
    / | -4% | -10%
CC(C)(C)n1ncc2c(=O)n(Cc3ccc(SC(=O)O)cc3Cl)cnc21
    / | -3% | 3%
CC(=O)Nc1ccn(C2CC3OCC(NC(=O)C(NC(=O)OC(C)(C)C)C(C)OCc4ccccc4)C3O2)c(=O)n1 (stereo not drawn)
    / | -5% | -1%
CC1CC=CC2C1C(=O)N(Cc1ccccc1)C2c1ccc(Br)cc1F (stereo not drawn)
    / | -6% | -1%
CCCN1CCC(=O)N(CCC#N)CC1
    / | -2% | 2%
CC1C(=O)N(S(=O)(=O)c2ccc([N+](=O)[O-])cc2)[C@H]1c1ccc2ccccc2c1 (stereo partly drawn)
    / | -4% | 3%
CC(C)(C)n1ncc2c(=O)n(Cc3ccccc3SC(F)(F)F)cnc21
    / | -3% | -8%
CC(=O)OCC(NC(=O)C(C)NC(=O)OC(C)(C)C)C1OC(n2ccc(=O)[nH]c2=O)C(OC(C)=O)C1OC(C)=O (stereo not drawn)
    / | -4% | 1%
CNc1ccc(C(=O)Oc2cc(O/N=[N+](\[O-])N(C)C)c([N+](=O)[O-])cc2[N+](=O)[O-])cc1
    / | 2% | -4%
COC(=O)/C=C/c1cc(F)ccc1S(=O)(=O)Nc1ccccc1
    / | 3% | 0%
CN(C)c1ccc(C=O)c(O)c1
    / | -3% | -4%
C(=C1C=c2ccccc2=C1)c1ccc(N=Nc2ccc(C=C3C=c4ccccc4=C3)cc2)cc1
    / | -4% | 1%
CCCC[C@H]1C2=C3[C@@H](CC(C(=O)OC)=C[C@@H](C(=O)OC)[C@H]3C(C)(C)C2=O)n2c(=O)n(C)c(=O)n21
    / | -5% | 1%
CC(C)(C)c1ccc(C(=O)C[N+]2(C)CCCc3ccccc32)cc1 (stereo not drawn)
    / | -4% | 2%
COC(=O)[C@H](Cc1ccccc1)N(Cc1ccc(C)cc1)S(C)(=O)=O
    / | -2% | -27%
COc1ccc(-c2ccc(C3C4C=CCCC4(C)C(=O)N3Cc3ccccc3)c(F)c2)cc1OC (stereo not drawn)
    / | -3% | 3%
Nc1cnccn1
    / | -11% | 1%
CC(C)(C)OC(=O)N(Cc1ccco1)S(=O)(=O)c1ccccc1Br
    / | -3% | -2%
CC(=O)Nc1ccc(SCC(Cc2ccccc2)N2CCN(CC(C)C)CCC2=O)cc1 (stereo not drawn)
    / | -6% | 0%
C[C@H]1C(=O)N(S(=O)(=O)c2ccc([N+](=O)[O-])cc2)[C@H]1c1ccc(F)cc1
    / | -1% | -2%
CN(C)c1ccc(/C=C/c2c(Cl)cnc3ccccc23)cc1
    / | -3% | ?
CC/C=C/[C@@H](c1ccccc1)[C@H](C)C(O)CC(=O)SC(C)(C)C (stereo partly drawn)
    / | -4% | -3%

# Reformatted as tab-separated lines: entries from further up.
smiles	RXFP1 ag	Glioma ERSR ind	Vif-APOBEC3G blk
C[C@H]1C(=O)N(S(=O)(=O)c2ccc([N+](=O)[O-])cc2)[C@H]1c1ccc(F)cc1	/	-1%	-2%
CN(C)c1ccc(/C=C/c2c(Cl)cnc3ccccc23)cc1	/	-3%	?

# From PubChem BioAssay
